# p53null 39C kill: selectivity test: cytotoxicity in p53 null cells, nonpermissive temperature. H1299 p53-null (neo) cells, 39C, ATPlite viability, 24 h. Potency, µM (top dose mostly 46.1 µM), without a hit: at the highest dose activity, negative = cell killing, most hits filed as cytotoxic. actives 0.97% (n = 55,000). AID 904;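 also: potency is read from the fitted curve at half-maximal effect; 0% = DMSO only and -100% = full killing by 100 µM tamoxifen; nearly all actives have a fitted effect of over 50% in size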
#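 Following overnight plating at 37C (600 cells/well), H1299-neo or H1299-p53A138V cells are dosed up to 46 uM. Incubation lasts 24 hr at 39C before ATP detection.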
# GALK inhibitor: inhibits human galactokinase. Potency, µM (top dose mostly 57.5 µM), inactives show top-dose activity, negative = inhibition, usual class: inhibitors. 44,000 tested, under 10 active. P51570. AID 1347072. recombinant GALK, Kinase-Glo ATP luminescence, 1 h;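 also: plate controls were full GALK reaction for no effect and reaction lacking GALK for full effect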
# Target sequence (P51570 whole entry, looked up): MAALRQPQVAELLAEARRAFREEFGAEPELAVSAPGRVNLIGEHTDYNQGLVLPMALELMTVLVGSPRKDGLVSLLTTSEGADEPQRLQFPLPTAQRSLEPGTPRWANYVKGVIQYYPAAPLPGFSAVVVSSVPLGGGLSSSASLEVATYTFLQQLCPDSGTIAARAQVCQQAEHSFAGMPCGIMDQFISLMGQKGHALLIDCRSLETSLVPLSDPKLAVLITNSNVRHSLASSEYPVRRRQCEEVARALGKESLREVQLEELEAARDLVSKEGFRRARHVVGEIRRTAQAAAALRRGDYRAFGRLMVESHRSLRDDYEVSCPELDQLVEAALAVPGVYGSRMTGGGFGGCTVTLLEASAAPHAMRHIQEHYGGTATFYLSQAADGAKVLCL
#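 Compounds were pinned into ATP buffer, then GALK-galactose mix was added (final 5 nM enzyme, 35 uM ATP, 100 uM galactose, pH 8.0). After 1 h at room temperature, Kinase-Glo Plus was added and luminescence read.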
# NTMT1 inh: inhibitors of human N-terminal methyltransferase NTMT1. Q9BV86. NTMT1 MTase-Glo SAH luminescence, purified enzyme. Potency, µM (top dose mostly 114 µM), without a hit: at the highest dose activity change, negative = inhibition, actives largely listed as inhibitors. actives 2.5% (n = 59,000). AID 1645870;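 also: potency is read from the fitted curve at half-maximal effect; plate controls were DMSO vehicle for no effect and no enzyme for full effect; nearly all actives have a fitted effect of over 65% in size; many of its hits are not listed in these tables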
# Target sequence (Q9BV86 whole entry, looked up): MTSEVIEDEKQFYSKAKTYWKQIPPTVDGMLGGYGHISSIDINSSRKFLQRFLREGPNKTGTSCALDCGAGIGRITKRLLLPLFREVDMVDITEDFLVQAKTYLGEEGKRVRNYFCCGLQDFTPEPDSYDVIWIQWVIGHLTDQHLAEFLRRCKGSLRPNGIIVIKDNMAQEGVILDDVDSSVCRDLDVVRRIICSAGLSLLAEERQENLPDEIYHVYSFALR
# PTAP-TSG101 blk: TSG101-PTAP interaction inhibition, HIV-1 budding; Q99816; Fluorescence polarization, FITC-PTAP peptide/Tsg101, 20 min; Potency, µM (series often up to 115 µM), without a hit: at the top dose activity change, negative = inhibition, usual class: inhibitors; 44,000 tested, under 10 active; also: potency is read from the fitted curve at half-maximal effect; 0% is about no effect
# Target sequence (Q99816 whole entry, looked up): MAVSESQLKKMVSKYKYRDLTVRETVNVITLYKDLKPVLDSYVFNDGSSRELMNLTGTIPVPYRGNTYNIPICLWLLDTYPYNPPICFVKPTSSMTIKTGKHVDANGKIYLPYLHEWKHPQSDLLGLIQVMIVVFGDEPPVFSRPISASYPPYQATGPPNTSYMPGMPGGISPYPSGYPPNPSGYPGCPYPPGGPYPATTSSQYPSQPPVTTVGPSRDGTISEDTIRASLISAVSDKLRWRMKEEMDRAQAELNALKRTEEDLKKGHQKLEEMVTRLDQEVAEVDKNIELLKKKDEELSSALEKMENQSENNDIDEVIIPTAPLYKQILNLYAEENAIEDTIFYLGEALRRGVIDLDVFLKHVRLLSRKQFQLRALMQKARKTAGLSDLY
#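 Read-out is FITC fluorescence polarization. Compounds were added to Tsg101 binding domain (10 uM final), then FITC-PTAP peptide (50 nM final), 20 min at r.t. Total S+P intensity flags fluorescent compounds.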
# FH mod: Identification of activators of human fumarate hydratase by quantitative high-throughput screening | Fumarate hydratase, mitochondrial (Homo sapiens), P07954 | FH coupled MDH/diaphorase resazurin fluorescence, 15 min | Potency, µM (doses to about 79.9 µM), inactives show top-dose activity change, negative = inhibition, actives largely listed as inhibitors | actives 0.22% (n = 54,000) | AID 1347055, 2019; also: potency is read from the fitted curve at half-maximal effect; % is scaled to controls: 0 for no effect and ±100 for the full control effect; the screen sought activators but most active calls are inhibition curves; nearly all actives have a fitted effect of over 45% in size
# B2AR arrestin ag: agonists recruiting beta-arrestin to human beta2-adrenergic receptor. P07550. HTLA Tango cells, beta-arrestin recruitment, luciferase luminescence, 18 h. Potency, µM (series often up to 46.1 µM), for inactives: at the highest dose activation, usual class: activators. 44,000 tested, under 10 active;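 also: potency is read from the fitted curve at half-maximal effect; 0% = DMSO and full agonism = EC100 isoproterenol or metaproterenol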
#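 Tango cells (recombinant beta2-AR, beta-arrestin, tTA-driven luciferase), 1500/well in DMEM 1% FBS, treated 18 h at 37 °C with compounds up to 46 µM; luciferin mix added, luminescence read after 15 min; %activity curves fitted and curve-classed.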
# p53null 32C kill: selectivity test: cytotoxicity in p53 null cells, permissive temperature. H1299-neo p53 null cells, ATP luminescence, 24 h, 32C. Potency, µM (doses to about 46.1 µM), for the others: at the highest dose activity change, negative = cytotoxicity, actives largely listed as cytotoxic. actives 0.62% (n = 55,000). AID 903;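 also: potency is read from the fitted curve at half-maximal effect; 0% = DMSO only and -100% = full killing by 100 µM tamoxifen; nearly all actives have a fitted effect of over 55% in size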
#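 H1299-neo (p53-null) cells, 600/well, were pre-incubated overnight at 37C, then exposed to compounds at up to 46 uM for 24 hr at 32C. Viability was measured as ATP content by luminescence, and AC50 values came from Hill fits.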
# Starred values were filed as active, the others as inactive; ? = inconclusive; · = no result given; [ ] = remark or other dose. Calls follow the shape of the dose curve; as a rule, active = well fitted curve in the direction sought with a large enough effect; inconclusive = small, poorly fitted or top-dose-only effect, or another doubt; inactive = no such curve, though single readings can be large; an effect the other way counts as inactive or inconclusive. A portion of the library (hit frequency here may not be typical).
# Fields – p53null 39C kill, GALK inhibitor, NTMT1 inh, PTAP-TSG101 blk, FH mod, B2AR arrestin ag, p53null 32C kill
- COc1ccc(S(=O)(=O)N(C(=O)c2ccncc2)c2ccc3oc(C)c(C(C)=O)c3c2)cc1
  ?, 0.5%, -1.5%, -1.5%, -9.5%, 1.1%, 1.5%
- CCOC(=O)c1c(C)[nH]c(C)c1S(=O)(=O)N(C)CC(=O)NCc1ccc(C)cc1
  -16.0%, -3.3%, 8.2%, 2.8%, 8.5%, 0.1%, -7.6%
- Cc1c(C(=O)Nc2ccccc2F)sc2ncnc(N(C)C3CCCCC3)c12
  -18.4%, -1.9%, ?, 17.2%, ?, -3.0%, 29.3%
- CCN(C(=O)c1cc(S(=O)(=O)N2CCCC2)cn1C)c1ccc(OC)cc1
  -6.8%, 1.6%, 11.5%, 1.7%, 5.1%, 0.8%, -0.2%
- CCOc1cccc(C2c3c(oc4ccc(F)cc4c3=O)C(=O)N2c2cc(C)ccn2)c1 (stereo unspecified)
  -8.6%, 0.4%, 16.6%, 3.7%, -25.9%, 7.8%, -11.0%
- COc1cccc(-c2nc(SCC(=O)NC3CCCC3)c(-c3ccccc3)[nH]2)c1
  -6.2%, 2.8%, 0.2%, -4.4%, -15.9%, -1.2%, -1.4%
- CCOC(=O)c1ccc(N2C(=O)c3n[nH]c(-c4ccco4)c3C2c2ccc(OC)cc2OC)cc1 (stereo unspecified)
  107.9%[activator], 0.4%, 5.9%, -0.8%, ?, 1.4%, 30.7%[activator]
- COc1ccccc1C(=O)NCCn1cc(SCC(=O)Nc2ccccc2F)c2ccccc21
  ·, -1.5%, 17.5%, -17.4%, -12.8%, 0.8%, ·
- COc1ccc(C(=O)N2CC(=O)Nc3ccc(C)cc3C2c2ccccc2)cc1OC (stereo unspecified)
  26.8%, -3.6%, 1.3%, 0.9%, -7.6%, 1.0%, -0.5%
- CCOC(=O)CSc1nc2c(sc3ccccc32)c(=O)n1Cc1ccc(OC)cc1
  -15.7%, 0.5%, -0.3%, -0.6%, -4.2%, -1.9%, 4.3%
- COC(=O)Cn1c(=O)c2c(nc3n2CCN3c2cccc(C)c2)n(C)c1=O
  ?, -9.3%, -2.1%, -1.5%, -1.1%, -0.4%, 1.4%
- Cc1ccc(Oc2coc3cc(OCC(=O)NC4CCCCC4)ccc3c2=O)cc1
  2.1%, 0.0%, 13.8%, -5.6%, 9.4%, 0.1%, -3.4%
- CCC(=O)N1c2ccccc2CC1C(=O)NCCc1ccccc1Cl (stereo unspecified)
  -7.4%, 1.5%, 6.4%, -0.7%, -21.3%, -0.9%, -6.1%
- CN(Cc1ccccc1)C(C(=O)NC1CCCCC1)c1ccc(Cl)cc1 (stereo unspecified)
  -2.1%, 3.6%, 15.8%, 1.3%, -17.6%, 1.0%, -6.7%
- CCc1cccc(C)c1NC(=O)c1cc(S(=O)(=O)N2CCN(c3ccccc3)CC2)ccc1F
  17.9%, -6.0%, -1.3%, -2.6%, -14.5%, 0.6%, 6.8%
- Cc1ccc(NC(=O)CCc2nc(-c3ccccc3F)no2)c(C)c1
  -4.6%, 3.6%, -0.1%, 0.2%, -3.1%, -1.0%, 2.4%
- CC(NC(=O)c1ccc2c(c1)CCN2S(=O)(=O)c1ccc(Cl)cc1)c1ccccc1 (stereo unspecified)
  0.9%, 1.6%, 14.2%, -1.3%, -32.3%, -1.3%, 6.9%
- Cc1cccc(NC(=O)c2ccc(F)c(S(=O)(=O)N3CCC4(CC3)OCCO4)c2)c1
  -4.8%, 2.6%, ?, -1.6%, -9.1%, 0.5%, -4.6%
- Cc1cc(C)cc(NC(=O)CSc2nc3nccnc3c(=O)n2CCc2c[nH]c3ccccc23)c1
  -4.9%, -2.6%, -0.7%, -2.5%, -8.3%, -0.5%, 10.1%
- Cc1cccc(N(CC(=O)NCCSc2ccc(Cl)cc2)S(=O)(=O)c2ccccc2)c1C
  21.4%, -12.7%, -2.5%, -5.4%, -6.2%, -1.9%, 7.9%
- O=C(CSc1oc(-c2ccco2)nc1S(=O)(=O)c1ccc(Cl)cc1)c1ccccc1
  134.8%[activator], 2.4%, -18.7%, 11.0%, -38.1%, 0.1%, 11.5%
- CCOC(=O)c1cccc(NS(=O)(=O)c2ccc(-c3coc(C)n3)cc2)c1
  3.0%, 1.5%, -2.0%, 0.4%, -20.2%, -0.3%, 7.3%
- CCCn1c(=N)c(C(=O)NCc2ccccc2)cc2c(=O)n3cccc(C)c3nc21
  7.7%, -4.3%, -7.2%, -1.9%, 3.3%, -1.0%, 11.0%
- COc1ccc(N(C)C(=O)c2cc3c(s2)-c2c(C)cccc2OC3)c(OC)c1
  16.7%, -1.7%, -13.5%, -2.3%, -20.0%, -1.2%, 13.5%
- CCN(CC)c1ccc(C(=O)NCc2ccc3c(c2)CCN3C(=O)c2ccccc2)cc1
  11.1%, 1.3%, 17.7%, 4.7%, 8.4%, -2.4%, -1.6%
- CCOc1ccc(CNC(=O)c2cc3ccccn3n2)cc1
  10.7%, 3.3%, ·, -0.1%, ·, 0.2%, -7.0%
- COc1ccccc1OCC(=O)Nc1nc(-c2ccc(Br)cc2)ns1
  -17.7%, 0.2%, 4.9%, -1.4%, 8.7%, -3.9%, -15.3%
- O=C(Nc1ccc2nc(SCC(=O)N3CCOCC3)sc2c1)c1cccc(Br)c1
  ?, 0.1%, -22.8%, 0.1%, -13.9%, -4.0%, ?
- CN(C(=O)c1nn(C)c2c1CS(=O)(=O)c1ccccc1-2)c1cccc(Cl)c1
  -19.1%, -3.8%, 12.9%, -6.0%, 5.9%, 2.8%, 1.0%
- Cc1ccc(C(=O)NCC(=O)OCc2cc(=O)n3nc(C4CCCCC4)sc3n2)cc1
  1.5%, -0.9%, -6.1%, 1.3%, 4.8%, -0.8%, -7.8%
- NC(=O)c1ccccc1NC(=O)C1CCCN(c2ncnc3onc(-c4ccc(F)cc4)c23)C1 (stereo unspecified)
  -13.1%, 2.5%, -24.7%, 0.3%, -18.5%, 0.0%, 11.8%
- Cc1cccc(NC(=O)CSC2=Nc3ccccc3C3=NC(CCC(=O)NCc4ccc(F)cc4)C(=O)N23)c1 (stereo unspecified)
  -20.3%, 3.2%, 3.1%, -3.7%, -8.4%, 0.2%, 10.3%
- Cc1c(CNC2CCCCC2)c(C(=O)O)c(C)n1Cc1ccc(F)cc1
  -2.5%, 0.7%, 3.4%, 1.5%, 7.7%, -3.4%, 0.8%
- CCOc1ccc(-c2nn(CC(=O)NC3CCCCC3)c3c2cnc2ccc(C)cc23)cc1
  -2.8%, 1.7%, 13.3%, 0.7%, -8.0%, 0.0%, 4.3%
- COc1ccc(Cl)cc1NC(=O)CCS(=O)(=O)c1cccc2nonc12
  3.1%, -1.1%, 5.3%, -0.8%, -18.3%, 0.7%, -1.9%
- O=C(NCc1ccc(F)cc1)C1CCN(S(=O)(=O)c2ccc3c(c2)CCCN3C(=O)C2CCC2)CC1
  1.4%, 3.1%, 9.1%, -1.5%, -10.8%, 0.5%, 4.2%
- CC1CCN(C(=O)c2cnn(-c3cccc(Cl)c3)c2C2CCN(C(=O)OC(C)(C)C)CC2)CC1
  -5.7%, 0.7%, 3.2%, -0.5%, -0.2%, 1.4%, 1.1%
- CC(C)OCCCNC(=O)c1ccc(-n2c(-c3ccccc3)cc3c2CCCC3)cc1
  -1.1%, -6.9%, -1.2%, 0.8%, -10.5%, 2.1%, -5.7%
- COc1cccc(-c2noc(-c3cc4ccccc4oc3=O)n2)c1OC
  -6.8%, 0.4%, -5.2%, -4.7%, 7.8%, 1.7%, -28.9%
- CCc1ccccc1Nc1cc(C(=O)NCCCN(C)C2CCCCC2)c2ccccc2n1
  -25.9%, 0.2%, ?, -1.0%, -1.1%, 0.8%, 11.5%
- CCOC(=O)c1cc(S(=O)(=O)Nc2ccc(Br)c(C)c2)[nH]n1
  -11.6%, 0.6%, -22.2%, -6.8%, -6.7%, -0.6%, 7.6%
- Cc1nc(N2CCCC2)c2c(C(=O)Nc3cccc(Cl)c3)c(C)oc2n1
  -28.0%, 0.6%, 3.1%, -3.4%, -1.6%, 0.9%, 18.6%
- CCOc1ccc(C2C(=O)N(C3CCCCC3)CC(=O)N2CCc2ccccc2)cc1OC (stereo unspecified)
  7.2%, -0.2%, ·, -9.6%, ·, -0.8%, -3.3%
- Cc1ccc(CN2C(=O)SC(Nc3ccccc3)C2=O)cc1 (stereo unspecified)
  ?, 5.9%, -1.5%, -7.2%, 15.5%, 0.6%, -3.2%
- O=C(c1ccc2c(c1)CCCC2)N1CCN(c2nc3c(F)cccc3s2)CC1
  25.3%, -1.0%, 10.1%, -2.1%, -9.7%, -4.0%, -7.0%
- CC(=O)c1ccc(N2C(=O)N(CC(=O)c3ccc(F)cc3)c3ccccc3S2(=O)=O)cc1
  -3.0%, 0.7%, -10.4%, -9.4%, -5.9%, -1.3%, -10.8%
- COc1ccc(S(=O)(=O)NCc2cccn2Cc2cccc(C)c2)cc1OC
  8.9%, -2.5%, 4.7%, -2.9%, ?, 0.4%, -1.1%
- COc1ccc(C)cc1NC(=O)c1cc(S(=O)(=O)N2CCCCC2)c[nH]1
  -10.3%, -0.7%, 9.4%, 3.6%, 5.4%, -1.5%, 1.1%
- CCc1cccc(C)c1NC(=O)Cn1c(=O)n(-c2ccc(C)cc2)c(=O)c2c1cnn2C
  3.2%, -3.4%, -3.2%, 0.1%, -3.3%, -1.4%, -0.4%
- CC(C)c1ccc(-c2nnc3n(CCc4ccccc4)c(=O)c4ccccc4n23)cc1
  6.7%, 0.6%, 11.4%, -0.1%, -17.7%, -2.1%, 0.7%
- COc1ccc(CNC(=O)c2cc3c(=O)n4cccc(C)c4nc3s2)cc1
  15.5%, 3.5%, 10.1%, 0.3%, 2.6%, 0.8%, 7.2%
- CCc1ccc(-c2nc(CS(=O)CC(=O)NCc3ccc(F)cc3)c(C)o2)cc1 (stereo unspecified)
  11.7%, 0.5%, 89.1µM*, 0.3%, -0.8%, -2.1%, 12.4%
- CCOC(=O)C(C)Sc1nnc2cc(C)c3ccccc3n12 (stereo unspecified)
  2.0%, -10.4%, -4.6%, -0.7%, -9.7%, -3.7%, -5.3%
- CCc1c(C)sc2c1CCN(Cc1cccc(F)c1)C2c1ccccc1 (stereo unspecified)
  ?, -3.3%, -18.6%, 11.8%, 4.8%, 0.7%, 30.4%[activator]
- Cc1[nH]c2ccc(F)cc2c1CCNC(=O)c1cc2cc(Cl)ccc2oc1=O
  -6.5%, -2.7%, 10.3%, -1.6%, -17.6%, -1.4%, 11.6%
- Cc1ccc(OCC(=O)N(Cc2ccc(Cl)cc2)Cc2ccco2)cc1C
  9.2%, -9.9%, ?, -4.7%, -16.6%, 0.5%, 20.1%
